Source: PubChem (National Center for Advancing Translational Sciences (NCATS))
DRD3 antagonist: antagonists of human D3 dopamine receptor. D3R cells, DiscoveRx beta-arrestin luminescence, antagonist mode; hits give low values. P35462. 2.5% of 360,000 active. max response, negative = inhibition, %; in the data active = max response below about -50%; inconclusive = no clear call, values can overlap the other calls; also: % is scaled to controls: 0 for no effect and ±100 for the full control effect; mostly tested at two doses, the higher about 12 µM
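Cells plated overnight at 1500 cells/well, then exposed to library compounds with dopamine controls for 90 minutes at 37 degrees C. DiscoveRx reagent added for 30–60 minutes at room temperature; luminescence read, quantitative HTS format.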
GLP1R cytotox: cytotoxicity in counter-screen for GLP-1R inverse agonists; Potency, µM (titrated, usually from 38.3 µM), without a hit: top-dose activity change, negative = inhibition, hits mostly inhibitors; 0.13% of 410,000 active; AID 624418; HEK293 cAMP-luciferase reporter cells, luminescence, 24 h;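 also: loss of luciferase light is scored as toxicity; potency is read from the fitted curve at half-maximal effect; % is scaled to controls: 0 for no effect and ±100 for the full control effect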
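Step one: seed cells (200 cells/uL, DMEM with 10% Nu serum, 1% pen-strep). Step two: 12-hour incubation at 37 deg C. Step three: pin 23 nL compound, incubate 24 hr. Step four: add luciferase reagent, read luminescence 12 min later.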
GLP1R inv ag: GLP-1 receptor (human) inverse agonism. AID 624417. P43220. HEK293 GLP-1R CRE-luciferase, luminescence, 24 h; GLP-1R form is constitutively active. 1.6% of 410,000 active. Potency, µM (titrated, usually from 38.3 µM), without a hit: top-dose activity change, negative = inhibition, most hits filed as inhibitors; also: potency is read from the fitted curve at half-maximal effect; % is scaled to controls: 0 for no effect and ±100 for the full control effect; nearly all actives have a fitted effect of over 55% in size
Target sequence (P43220 whole entry, looked up): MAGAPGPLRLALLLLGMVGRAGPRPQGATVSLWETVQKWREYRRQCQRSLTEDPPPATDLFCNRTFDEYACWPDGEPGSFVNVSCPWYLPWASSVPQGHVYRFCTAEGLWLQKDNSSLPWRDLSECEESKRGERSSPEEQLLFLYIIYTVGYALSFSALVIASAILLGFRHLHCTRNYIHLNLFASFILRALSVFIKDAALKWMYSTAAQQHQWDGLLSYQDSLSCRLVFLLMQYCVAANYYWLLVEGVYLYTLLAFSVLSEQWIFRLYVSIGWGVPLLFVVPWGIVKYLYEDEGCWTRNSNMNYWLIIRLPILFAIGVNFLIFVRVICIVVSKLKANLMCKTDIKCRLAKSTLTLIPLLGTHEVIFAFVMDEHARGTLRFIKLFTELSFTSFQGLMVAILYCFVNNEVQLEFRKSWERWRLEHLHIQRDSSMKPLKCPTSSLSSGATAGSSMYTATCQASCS
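Inverse agonism was detected as reduced cAMP-driven luciferase luminescence after 24 h compound treatment. The cells were HEK293 clones expressing constitutively active human GLP-1R with the reporter. Reporter-only and GPR119 cell lines served as counterscreen controls.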
PTHR1 ag: agonists of human PTHR1 parathyroid hormone receptor; Q03431; HEK293 GP2 PTHR1 cells, GloSensor cAMP luminescence, 1 h; AID 743266; 0.075% of 410,000 active; Potency, µM (titrated, usually from 115 µM), without a hit: top-dose activation, hits mostly activators; also: potency is read from the fitted curve at half-maximal effect; nearly all actives have a fitted effect of over 55% in size; some results filed as inactive show a strong effect at the top dose; inactives centre near -15; many of its hits are not listed in these tables
Target sequence (Q03431 whole entry, looked up): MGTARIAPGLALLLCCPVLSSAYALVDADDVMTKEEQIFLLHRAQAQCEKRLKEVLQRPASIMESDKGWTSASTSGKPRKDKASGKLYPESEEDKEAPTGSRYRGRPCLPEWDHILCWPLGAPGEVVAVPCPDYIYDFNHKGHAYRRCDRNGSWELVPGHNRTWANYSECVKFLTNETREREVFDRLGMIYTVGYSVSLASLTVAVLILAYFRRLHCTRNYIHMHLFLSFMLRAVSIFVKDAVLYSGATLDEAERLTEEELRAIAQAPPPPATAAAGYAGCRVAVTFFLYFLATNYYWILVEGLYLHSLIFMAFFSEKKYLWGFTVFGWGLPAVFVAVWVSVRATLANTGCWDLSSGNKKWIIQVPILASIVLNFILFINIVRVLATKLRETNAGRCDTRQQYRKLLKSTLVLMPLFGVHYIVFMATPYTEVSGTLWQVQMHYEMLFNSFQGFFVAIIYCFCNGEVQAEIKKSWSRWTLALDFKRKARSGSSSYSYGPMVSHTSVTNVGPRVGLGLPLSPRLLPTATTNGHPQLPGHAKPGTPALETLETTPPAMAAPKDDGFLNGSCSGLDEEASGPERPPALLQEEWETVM
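HEK-293-derived GP2 cells expressing PTHR1 and a GloSensor cAMP reporter, 3,000/well, plated overnight, given luciferin plus IBMX (each 0.5 mM as added) for 1 h at 37 °C, then compound for 1 h at 37 °C. Luminescence was read after 15 min at room temperature.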
aSyn rescue: rescues yeast growth from alpha-synuclein toxicity. Yeast expressing alpha-synuclein, growth rescue, BacTiter-Glo, 24 h. Potency, µM (top dose mostly 46.1 µM), without a hit: at the highest dose growth rescue (activation), actives largely listed as activators. 0.14% of 370,000 active. AID 652106; also: potency is read from the fitted curve at half-maximal effect; % of control where 0% means no effect; nearly all actives have a fitted effect of over 65% in size
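Screening used galactose-induced yeast with toxic alpha-synuclein levels, exposed to compound for 24 hr at 30 deg C. Cell growth, read with BacTiter-Glo luminescence, gave the measured signal.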
D3 ag: agonists of human D3 dopamine receptor; P35462; D3R DiscoveRx beta-arrestin cells, luminescence, 90 min; max activation, %; 0.58% of 410,000 active; AID 652048; in the data active = max activation above about 30%; also: 0% is about no effect; mostly tested at two doses, the higher about 12 µM
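Agonist-mode cell screen: cells plated at 1500/well and incubated overnight at 37 °C, then exposed to library compounds for 90 min at 37 °C. Detection reagent was added for 30–60 min at room temperature, and luminescence was read.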
KB-V1 MDR tox: KB-V1 MDR subline cytotoxicity. Potency, µM (doses to about 46.1 µM), inactives show top-dose activity change, negative = cytotoxicity, usual class: cytotoxic. AID 1347076. 3.4% of 400,000 active. KB-V1 MDR cells viability, CellTiter-Glo, 72 h; also: potency is read from the fitted curve at half-maximal effect; % is scaled to controls: 0 for no effect and ±100 for the full control effect; nearly all actives have a fitted effect of over 60% in size
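Following 72 h at 37 degrees C with compound, KB-V1 cell viability was read by CellTiter-Glo luminescence, medium being phenol-red-free DMEM plus 10% FBS; concentration-response parameters came from normalized, curve-fitted qHTS data.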
GLP1R ag: agonists of human GLP-1 receptor; P43220; HEK293 GLP-1R CRE-luciferase, luminescence, 4-6 h; cells express a hypersensitive GLP-1R form; Potency, µM (top dose mostly 45.6 µM), without a hit: at the top dose activation, usual class: activators; 0.007% of 380,000 active; AID 624172; also: potency is read from the fitted curve at half-maximal effect; % of control where 0% means no effect
TDP-43 yeast inh: rescues yeast growth from TDP-43 toxicity; TDP-43 expressing yeast growth rescue, BacTiter-Glo, 24 h; 1.8% of 410,000 active; AID 652104; Potency, µM (doses to about 46.1 µM), for the others: at the top dose growth rescue (activation), hits mostly activators; also: potency is read from the fitted curve at half-maximal effect; % of control where 0% means no effect; nearly all actives have a fitted effect of over 50% in size
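In this qHTS, compounds that restore growth of yeast expressing TDP-43 appear as activators. Cells (OD600=0.02, galactose medium, raffinose-pregrown) are incubated with compound 24 hr at 30 deg C and growth is quantified by BacTiter-Glo.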
Starred values were filed as active, the others as inactive; i = inactive; ? = inconclusive; nt = not tested or not shown; [ ] = remark or other dose. Unless noted, calls follow the shape of the dose curve; as a rule, active = well fitted curve in the direction sought with a large enough effect; inconclusive = small, poorly fitted or top-dose-only effect, or another doubt; inactive = no such curve, though single readings can be large; an effect the other way counts as inactive or inconclusive. These rows are one share of the data (hit frequency here may not be typical).

SMILES | DRD3 antagonist | GLP1R cytotox | GLP1R inv ag | PTHR1 ag | aSyn rescue | D3 ag | KB-V1 MDR tox | GLP1R ag | TDP-43 yeast inh
Cn1c(-c2cccc([N+](=O)[O-])c2)[n+](C)c2ccccc21 | 5 | 6% | 15% | -5% | 6% | -4 | 2% | -5% | 16%
COc1ccc(CNC(=O)CCC(=O)N2CCN(S(=O)(=O)c3cc([N+](=O)[O-])ccc3C)CC2)cc1 | -2 | 1% | 8% | i | 3% | 4 | 0% | -7% | 11%
COc1ccc(C2=NN(C(=O)CCC(=O)O)C(c3ccc(F)cc3)C2)cc1 (stereo not given) | 18 | -9% | 6% | i | 1% | 8 | ? | -1% | nt
Cc1ccc(NC(=O)N2CCC(=O)N2)cc1 | ? | -4% | -22% | i | -14% | -8 | 18% | -10% | 12%
COc1cccc(C2=NOC(C(=O)Nc3ccc4c(c3)OCO4)C2)c1OC (stereo not given) | 0 | -8% | 1% | i | 0% | 4 | 4% | 1% | 13%
COc1ccc(NC(=O)CSc2nc3ccccc3c(=O)n2C)cc1 | 9 | 9% | 32% | i | -7% | 6 | ? | 0% | -5%
CCC(C(=O)OC)n1cnc2c(nnn2-c2ccc(OC)cc2)c1=O (stereo not given) | -20 | -2% | 0% | i | 1% | 4 | -4% | -7% | -3%
O=C(O)c1cc(N/N=C/c2ccncc2)ccc1Cl | -27 | 0% | -3% | i | -6% | -19 | 0% | 0% | -6%
CC(C)(C(=O)N1CCC1(C)C(=O)NS(=O)(=O)c1ccc(Cl)s1)c1ccccc1 (stereo not given) | -20 | -4% | -12% | -3% | -11% | -7 | -1% | -2% | 12%
CN(C)CCNC(=O)Cn1nc(-c2ccc(Cl)cc2)ccc1=O | 1 | 0% | -15% | i | 3% | -15 | 4% | -8% | 18%
COc1ccc(NC(=O)CC2C(=O)N(c3ccc(OC)cc3)C(=O)N2CCN2CCN(C)CC2)cc1 (stereo not given) | -16 | 4% | 30% | i | -10% | -11 | -3% | 1% | -28%
Cn1c(SCc2ccccc2)nnc1-c1ccc2c(c1)OCO2 | 0 | -6% | -16% | -46%[inhibitor][57.5 µM] | 13% | 5 | -2% | 1% | 28%

A draw from above in order of SMILES length, descending.
SMILES | DRD3 antagonist | GLP1R cytotox | GLP1R inv ag | PTHR1 ag | aSyn rescue | D3 ag | KB-V1 MDR tox | GLP1R ag | TDP-43 yeast inh
COc1ccc(C2=NN(C(=O)CCC(=O)O)C(c3ccc(F)cc3)C2)cc1 (stereo not given) | 18 | -9% | 6% | i | 1% | 8 | ? | -1% | nt
Cn1c(SCc2ccccc2)nnc1-c1ccc2c(c1)OCO2 | 0 | -6% | -16% | -46%[inhibitor][57.5 µM] | 13% | 5 | -2% | 1% | 28%
O=C(O)c1cc(N/N=C/c2ccncc2)ccc1Cl | -27 | 0% | -3% | i | -6% | -19 | 0% | 0% | -6%
Cc1ccc(NC(=O)N2CCC(=O)N2)cc1 | ? | -4% | -22% | i | -14% | -8 | 18% | -10% | 12%

Carrying on.
SMILES | DRD3 antagonist | GLP1R cytotox | GLP1R inv ag | PTHR1 ag | aSyn rescue | D3 ag | KB-V1 MDR tox | GLP1R ag | TDP-43 yeast inh
CC1CCN(CC(=O)NC(=O)NCc2ccccc2)CC1 | 8 | 0% | -25% | i | -3% | -3 | ? | 13% | 4%
N=C(c1cccc([N+](=O)[O-])c1)N1CCCCCC1 | 11 | -5% | 5% | i | 2% | 1 | ? | -3% | 15%
Cc1c(Cc2ccccc2)c(=O)oc2cc(O)ccc12 | -3 | 257%[activator] | ? | i | 4% | 0 | 2% | 2% | 6%
Oc1ccc(/C=N/NC(=S)NCC2CCCO2)cc1 (stereo not given) | 6 | -13% | 13% | -23% | -15% | -2 | 15% | 5% | 1%
O=C(NCc1ccc(F)cc1)C1CCCN(c2ncnc3onc(-c4ccc(F)cc4)c23)C1 (stereo not given) | nt | -5% | ? | -7% | nt | -10 | 16% | nt | 4%
O=C(NCCc1c[nH]c2ccccc12)Nc1ccccc1C(F)(F)F | nt | -4% | ? | -29% | nt | 2 | ? | nt | 29%
Cc1ccc(OCCSc2nc(-c3cccs3)nc3cc(=O)[nH]n23)cc1Cl | nt | -9% | 6% | i | nt | 7 | -5% | nt | -5%
CCN(CC)CCCNC(=O)CC1Sc2ccccc2NC1=O (stereo not given) | -51* | 2% | ? | -12%[57.5 µM] | -2% | -1 | 11% | -12% | 9%
O=C(CNC(=O)c1ccc(F)cc1)N/N=C/c1cc(Br)ccc1OCc1ccccc1 | 9 | -24% | ? | i | 9% | -5 | 2% | 9% | -7%
Cc1cccc(NC(=O)CN2CCN(C(=O)c3cncn3-c3ccc(F)cc3)CC2)c1C | 4 | -5% | 7% | -3% | -1%[1.84 µM] | 8 | ? | 1% | 26%
Cc1ccc(C(=O)NC(=S)NNC(=O)c2cccc([N+](=O)[O-])c2)cc1 | 55 | -22% | -1% | -16% | 3% | 2 | -15% | -7% | 3%
O=C(COC(=O)c1cc(Br)ccc1Cl)NC(=O)NCc1ccccc1 | 5 | 3% | 7% | i | 3% | 3 | 3% | 1% | -4%
Cc1ccc(-c2csc(=Nc3ccccc3)n2Cc2ccc3c(c2)OCO3)cc1C | nt | 6% | 13% | i | nt | -16 | -3% | nt | -11%
COC(=O)CCNC(=O)N1CCN(c2nnc(C)c3c(C)n(-c4ccccc4)nc23)CC1 | nt | 5% | 12% | -20% | nt | -12 | -2% | nt | 20%
CCCSc1nsc(NC(=O)Nc2ccc(F)cc2F)n1 | 13 | 22% | ? | -38%[inhibitor] | -16% | 2 | ? | 0% | 8%
Nc1nc(Nc2cccc(F)c2)nc(N2CCOCC2)c1[N+](=O)[O-] | -16 | -27% | 28% | -4% | 11% | -10 | 0% | 18% | -20%
Cc1ccc(S(=O)(=O)N2CCOCC2)cc1C(=O)NCc1ccc2c(c1)OCO2 | 8 | -7% | -13% | i | 0% | 1 | 3% | -2% | 0%
C[C@H]1Cn2cnc(C(=O)Nc3ccccc3)c2C(=O)N1 | 32 | -6% | 46%[activator] | -10% | 0% | 8 | -12% | 3% | 0%
O=C(c1cc(-c2ccccc2)on1)N1CCc2ccccc2C1 | -25 | -1% | ? | -22% | 2% | -13 | 13% | 14% | -18%[0.397 µM]
CCOC(=O)C1CCN(C(=O)COC(=O)c2ccc([N+](=O)[O-])o2)CC1 | -21 | 7% | 1% | -64%[inhibitor] | -3%[1.84 µM] | -14 | 6% | -2% | 5%
Cc1ccc(-c2cc(C(=O)N3CC(C)OC(C)C3)c3ccccc3n2)o1 (stereo not given) | 7 | 50%[activator] | 13% | i | 2% | -1 | ? | 12% | -5%
COc1cccc(/C=C/C(=O)OCC(=O)c2ccc[nH]2)c1 | 0 | -11% | 2% | i | -6% | -1 | ? | -6% | 8%
Cc1cc(C)cc(N(C(=O)c2csnn2)C(C(=O)NC2CCCCC2)c2cccnc2)c1 (stereo not given) | 6 | 1% | -25% | i | 6% | 22 | -29% | 0% | -11%
Cc1ccc(S(=O)(=O)N2Cc3ccccc3CC2C(=O)Nc2cc(C)on2)cc1 (stereo not given) | 5 | 4% | ? | -5%[57.5 µM] | 29% | 4 | -17% | -6% | -17%
Cc1cc(Cl)ccc1NC(=S)NCc1ccc(F)cc1 | -6 | -25% | ? | -31%[inhibitor] | -8% | -1 | -13% | -18% | 18µM*
Cc1cccc(NC(=O)CSc2nccn2-c2cccc(Cl)c2)c1C | nt | 0% | -16% | -35%[inhibitor] | nt | -5 | nt | nt | ?
C/C(=N\N=C\c1ccccc1F)c1nnn(-c2nonc2N)c1C | 4 | 9% | 18% | -14% | 1% | 21 | ? | -2% | 20%
C/C=C\C=C/C(=O)Nc1cccc(C2=NOC3(C2)C[C@@H](C(N)=O)N(C(=O)[C@H]2CCC(=O)N2)C3)c1 (stereo not given in full) | 0 | ? | 1% | -10% | 1% | -18 | -9% | -7% | -9%
CC(=O)Nc1ccc(N2C(=O)CSC2c2c(F)cccc2Cl)cc1 (stereo not given) | ? | -21% | -15% | 0% | nt | 1 | -13% | 14% | 6%
COc1ccc(C)cc1-n1cnc2cc(C(=O)NC3CCCC3)ccc21 | nt | 4% | -19% | -17% | nt | -13 | 1% | nt | 19%
CCCN(C(=O)CSCC(=O)Nc1ccc(OC)cc1)c1c(N)n(Cc2ccccc2)c(=O)[nH]c1=O | 14 | -6% | 11% | -5% | -5% | 1 | -8% | -3% | -21%
Cc1cccc(NC(=O)CN2CCc3cc4c(cc3C2C)OCCCO4)c1 (stereo not given) | -2 | -10% | ? | -22% | 3% | 2 | -12% | 12% | 7%
COc1cc(NC(=S)NCCCN2CCOCC2)c(OC)cc1Cl | 4 | 0% | 13% | i | 3% | -13 | 12% | 12% | -3%[0.397 µM]
COc1ccc(NCc2cc3cc4c(cc3n(CC(=O)Nc3cc(C)cc(C)c3)c2=O)OCO4)cc1 | nt | -5% | 5% | i | 3% | 1 | -5% | 0% | 0%

Reprinted at random: 3 compounds from above
SMILES | DRD3 antagonist | GLP1R cytotox | GLP1R inv ag | PTHR1 ag | aSyn rescue | D3 ag | KB-V1 MDR tox | GLP1R ag | TDP-43 yeast inh
C/C=C\C=C/C(=O)Nc1cccc(C2=NOC3(C2)C[C@@H](C(N)=O)N(C(=O)[C@H]2CCC(=O)N2)C3)c1 (stereo not given in full) | 0 | ? | 1% | -10% | 1% | -18 | -9% | -7% | -9%
COc1ccc(NCc2cc3cc4c(cc3n(CC(=O)Nc3cc(C)cc(C)c3)c2=O)OCO4)cc1 | nt | -5% | 5% | i | 3% | 1 | -5% | 0% | 0%
Cc1cc(Cl)ccc1NC(=S)NCc1ccc(F)cc1 | -6 | -25% | ? | -31%[inhibitor] | -8% | -1 | -13% | -18% | 18µM*
